p-CIP stab down = lowers stability of the mouse p/CIP coactivator protein | 0.01% of 290,000 active | decrease of EGFP signal, % at 10 µM | F442A p/CIP-EGFP cells, EGFP fluorescence, 16 h | AID 1984;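 active = EGFP signal decrease of at least 30% at 10 µM or well 3 SD below plate mean, unless failing retest; inactive = the rest, including hits failing retest or dose response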; note: some compounds called inactive have numbers as strong as hits; many of its hits are not listed in these tables
Target sequence (Q05BA5 1-1403): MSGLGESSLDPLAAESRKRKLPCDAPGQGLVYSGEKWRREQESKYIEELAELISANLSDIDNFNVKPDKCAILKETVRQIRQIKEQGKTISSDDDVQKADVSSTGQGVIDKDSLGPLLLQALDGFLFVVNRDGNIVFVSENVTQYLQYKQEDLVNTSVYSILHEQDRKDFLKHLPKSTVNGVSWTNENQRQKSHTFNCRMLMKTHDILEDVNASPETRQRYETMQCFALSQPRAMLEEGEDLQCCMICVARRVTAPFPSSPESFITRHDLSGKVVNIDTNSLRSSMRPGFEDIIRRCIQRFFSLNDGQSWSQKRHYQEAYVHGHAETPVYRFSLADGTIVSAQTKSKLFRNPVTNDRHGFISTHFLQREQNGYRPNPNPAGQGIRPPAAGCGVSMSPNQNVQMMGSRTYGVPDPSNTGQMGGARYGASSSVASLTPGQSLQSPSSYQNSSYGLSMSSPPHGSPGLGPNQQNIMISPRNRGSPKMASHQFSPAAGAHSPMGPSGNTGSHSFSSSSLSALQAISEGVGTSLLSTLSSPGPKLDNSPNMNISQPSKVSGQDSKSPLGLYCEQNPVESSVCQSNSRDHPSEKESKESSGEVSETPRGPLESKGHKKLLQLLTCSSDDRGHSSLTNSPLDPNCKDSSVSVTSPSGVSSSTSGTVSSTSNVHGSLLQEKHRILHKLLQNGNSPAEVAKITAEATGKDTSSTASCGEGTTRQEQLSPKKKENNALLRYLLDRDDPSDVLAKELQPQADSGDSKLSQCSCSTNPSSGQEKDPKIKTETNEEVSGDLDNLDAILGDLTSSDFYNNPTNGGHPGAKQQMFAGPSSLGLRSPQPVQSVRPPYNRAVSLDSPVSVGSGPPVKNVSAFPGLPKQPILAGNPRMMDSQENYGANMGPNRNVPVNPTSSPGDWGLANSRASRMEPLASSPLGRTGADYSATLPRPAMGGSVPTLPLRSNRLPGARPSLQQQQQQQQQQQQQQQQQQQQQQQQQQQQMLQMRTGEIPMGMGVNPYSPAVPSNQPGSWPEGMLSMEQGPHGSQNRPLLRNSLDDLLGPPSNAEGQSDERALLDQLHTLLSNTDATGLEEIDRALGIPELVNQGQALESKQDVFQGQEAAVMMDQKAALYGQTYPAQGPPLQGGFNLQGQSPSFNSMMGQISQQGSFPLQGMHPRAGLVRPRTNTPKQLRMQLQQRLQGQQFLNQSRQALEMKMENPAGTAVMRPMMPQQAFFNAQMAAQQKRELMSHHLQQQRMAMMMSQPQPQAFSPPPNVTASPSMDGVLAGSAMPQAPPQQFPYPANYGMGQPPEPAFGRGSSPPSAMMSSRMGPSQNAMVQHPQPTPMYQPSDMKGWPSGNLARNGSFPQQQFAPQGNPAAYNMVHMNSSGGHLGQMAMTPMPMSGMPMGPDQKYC
SUMO HTRF inh = blocks human SUMOylation mediated by UBC9. P63279. HTRF SUMOylation assay, SAE1/SAE2 + UBC9, in vitro. inhibition, % at 35 µM. 0.36% of 290,000 active. AID 2006; in the data active = inhibition above about 50%, passing the limit was not always enough; note: strong numbers were not always called active
VIM-2 inhibitor = blocks Pseudomonas aeruginosa VIM-2 metallo-beta-lactamase. purified VIM-2, nitrocefin hydrolysis, epi-absorbance fluorescence. inhibition, % at 5.6 µM. 0.89% of 290,000 active. AID 1527;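 active = inhibition above the mean of all tested compounds plus 3 SD, cutoff set per screening run, cut at about 7.5% in these data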;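 note: red hydrolysis product quenches plate fluorescence so inhibitors raise well fluorescence; 0% = enzyme with DMSO and 100% = DMSO without enzyme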
FID counter = displaces DNA intercalator in HCV helicase counter-screen | 0.17% of 290,000 active | AID 1845 | DNA fluorescent intercalator displacement, fluorescence | inhibition, % at 7.9 µM; in the data active = inhibition above about 37%;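 note: 0% = vehicle and 100% = reference compound; higher means more ethidium bromide displaced from hairpin DNA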
IMP-1 inhibitor = inhibitors of Pseudomonas aeruginosa IMP-1 metallo-beta-lactamase. purified IMP-1, nitrocefin hydrolysis, epi-absorbance fluorescence. inhibition, % at 5.6 µM. 0.45% of 290,000 active. AID 1556;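 active = inhibition above the mean plus 3 SD of all compounds in the same screening run, cut at about 4.5% in these data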;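 note: 0% = IMP-1 with DMSO and 100% = DMSO wells lacking enzyme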
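Test system: recombinant IMP-1 enzyme, purified / Medium: HEPES buffer pH 7.1 with ZnSO4 and Brij 35 / Doses: single dose, 5.6 µM / Times: 25 °C, 15 min preincubation, 25 min reaction / Detection: Epi-absorbance via hydrolysed-nitrocefin quenching of white-plate fluorescence, 480/530 nm, EDTA stop / Evaluation: percent inhibition from optical density relative to buffer-blank wells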
MEKK3 PB1 HTS = MEKK3-MEK5 PB1 interaction, increase or decrease; Q99759; bead-based flow cytometry, Alexa488-MEK5 binding to MEKK3; actives lie on both sides; 0 = blocked by unlabeled MEK5, 100 = vehicle; binding response (% of control), % at 10 µM; 1.4% of 290,000 active;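 active = binding response more than 3 SD above or below the average of its plate-row segment, actives on both sides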;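 note: Alexa488 bead fluorescence after subtracting the streptavidin-only scavenger bead signal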
HCV NS3 hel inh = blocks Hepatitis C virus NS3 helicase unwinding; NS3 helicase DNA unwinding, Cy5 molecular beacon fluorescence; inhibition, % at 10.9 µM; 0.56% of 290,000 active; AID 1800;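 active = inhibition above the mean of all tested compounds plus 3 SD, set per campaign, cut at about 35% in these data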;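 note: 0% = DMSO wells and 100% = thioflavine S control wells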
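Assay system – hepatitis C virus NS3 helicase domain fragment enzyme · Buffer or medium – MOPS pH 6.5, MgCl2, DTT, Tween20, BSA · Reagent – Cy5/quencher beacon DNA duplex and ATP to start · Compound – single 10.9 µM dose · Timing – 1 h at 25 °C · Technique – Cy5 beacon fluorescence read at start and 1 h · Measure – % inhibition of unwinding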
IDE cell activ = IDE (human) activation, cell-based; HEK cells, FAbeta-B cleavage, fluorescence polarization; 0% vehicle, 100% cell-free pure enzyme wells; activation, % at 5.96 µM; 0.073% of 340,000 active;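 active = activation above the mean of all tested compounds plus 3 SD, set per screening campaign, cut at about 17% in these data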
PHOSPHO1 block = inhibitors of human PHOSPHO1 phosphatase; Q8TCT1; recombinant PHOSPHO1, absorbance phosphatase assay; inhibition, % at 13.3 µM; 1.1% of 290,000 active; in the data active = inhibition above about 60%
* = called active by the depositor; . = no result given; [ ] = dose if it differs, or a comment.

Results follow in this order: IDE cell activ	HCV NS3 hel inh	FID counter	PHOSPHO1 block	VIM-2 inhibitor	IMP-1 inhibitor	p-CIP stab down	SUMO HTRF inh	MEKK3 PB1 HTS
Nn1cnnc1N/N=C/c1ccc(F)cc1
  4	-17	0	30	-1.5	-2.8	0	14	106
CC(C)CCN1CCN(Cc2ccsc2)CC1CCO (configuration not stated)
  -2	8	0	20	-4.0	-3.3	-10	5	102
COc1ccc(/C=N/NC(=O)c2ccncc2)cc1CSc1nc2ccccc2s1
  -6	1	-18	12	-4.3	-0.1	-18	0	99
Cc1cccc(C)c1OCC(O)Cn1c2ccccc2c2ccccc21 (configuration not stated)
  6	-14	-13	16	-1.4	-0.9	-2	-14	114
O=C(COC(=O)CCCSc1nc2ccccc2[nH]1)Nc1ccc(Cl)cc1
  -7	6	-2	1	-0.4	0.8	12	-34	132
O=C(c1cccc(Oc2ccccc2)c1)N1CCN(c2ccccn2)CC1
  0	-12	-33	53	1.0	0.7	-4	6	99
CC(C)c1ccc(N=C2NN=C(c3cccs3)CS2)cc1
  5	-7	-7	20	-0.2	-0.3	6	1	102
COc1cccc(CNC(=O)CCC2CCCN(C3CCOCC3)C2)c1 (configuration not stated)
  3	4	2	20	-2.8	-1.4	-1	3	102
CCOc1cc(/C=N/NC(=O)c2ccncc2)ccc1OC(=O)c1ccco1
  -4	8	-29	26	-2.9	-0.9	-7	1	100
CC(C)CC(c1nnnn1CC1CCCO1)N1CCN(c2cccc(Cl)c2)CC1 (configuration not stated)
  1	-3	-12	-3	-1.4	0.3	-6	-5	107
O=C(C1CCN(S(=O)(=O)N2CCOCC2)CC1)N1CCN(c2ccccc2F)CC1
  -2	-9	-20	-5	-3.0	-2.4	3	10	98
COc1ccccc1S(=O)(=O)Cc1ccc(C(=O)NCc2ccccc2)o1
  5	0	-25	50	-1.6	-3.2	1	-8	97
CS(=O)(=O)N(C(=O)NC(=O)NC12CC3CC(CC(C3)C1)C2)C1CCCCC1
  10	0	-4	23	-2.1	-1.5	13	-15	103
CCOc1cc(C(=O)NC(C)CC)cc(OCC)c1OCC (configuration not stated)
  2	6	-16	14	-1.1	0.1	-5	4	100
CC1CCN(c2ccc(-c3ccc(NC(=O)C(F)(F)F)cc3)nn2)CC1
  -3	-1	-27	26	-2.7	-2.1	-6	6	99
C=CCc1ccc(OCc2ccc(C(=O)O)o2)c(OC)c1
  1	9	-13	30	-3.5	-1.5	-11	9	101
O=C(c1cccn(Cc2ccc(Cl)c(Cl)c2)c1=O)N1CCOCC1
  5	0	-3	-18	-8.3	-2.5	8	-28	102
O=C(CCCN1C(=O)/C(=C\c2cccc(Br)c2)SC1=S)Nc1cccnc1
  0	17	-17	-4	-1.3	-0.7	-3	12	91
Cc1ccc2nsnc2c1NC(=O)c1sc2ccccc2c1Cl
  -2	-8	3	-9	-2.2	-0.7	6	16	103
Cc1cc(C)cc(N2CC(O)=C(c3nc4ccccc4c(=O)[nH]3)C2=N)c1
  1	6	-3	53	1.3	-1.4	-9	21	94
Cc1ccc(C)c(NC(=S)N(C2CCCCC2)C(C)c2cccnc2)c1 (configuration not stated)
  2	7	-1	39	-1.8	-3.8	-2	10	106
COc1cccc(-c2nnc(NC(=O)c3ccco3)s2)c1
  7	0	-15	28	-1.5	-2.3	-16	11	102
CCCCNC(=O)C(=O)Nc1cc2c3c(c1)CCC(=O)N3CCC2
  8	-1	-24	44	-1.4	-1.8	-7	0	102
Cc1onc(-c2ccccc2)c1C(=O)Nc1nc(-c2ccccc2)cs1
  -1	-5	-18	17	-5.4	-3.3	-9	-11	101
COc1cc(S(=O)(=O)Nc2ccc(C)cc2)ccc1N=Cc1c(C)c(C#N)c(=O)n(C)c1O
  .	5	-5	37	-1.6	-3.8	-19	28	105
COc1ccc(CN(C)C(=O)CCl)cc1
  -1	12	1	16	-2.0	-0.7	10	-1	105
CC(C)COc1ccc(-c2cc(C(=O)NN)[nH]n2)cc1
  2	11	-4	-9	-1.5	-0.5	-12	-20	93
CCOC(=O)C1(CCOc2ccccc2)CCN(Cc2cccc3c2OCO3)CC1
  -6	-20	10	6	-2.3	-0.9	-4	-11	106
CCOC(=O)C1CCCN(C(=O)c2ccc(Cl)cc2)C1 (configuration not stated)
  0	0	-8	25	-0.2	-2.3	-16	-5	94
CCN(CC)S(=O)(=O)c1ccc(S(=O)(=O)NCC2CCCO2)cc1 (configuration not stated)
  4	34	-6	.	-1.1	-1.4	-3	-1	105

An excerpt taken from the entries so far, as a working copy:
Results follow in this order: IDE cell activ	HCV NS3 hel inh	FID counter	PHOSPHO1 block	VIM-2 inhibitor	IMP-1 inhibitor	p-CIP stab down	SUMO HTRF inh	MEKK3 PB1 HTS
Cc1ccc2nsnc2c1NC(=O)c1sc2ccccc2c1Cl
  -2	-8	3	-9	-2.2	-0.7	6	16	103
Cc1cc(C)cc(N2CC(O)=C(c3nc4ccccc4c(=O)[nH]3)C2=N)c1
  1	6	-3	53	1.3	-1.4	-9	21	94
Cc1ccc(C)c(NC(=S)N(C2CCCCC2)C(C)c2cccnc2)c1 (configuration not stated)
  2	7	-1	39	-1.8	-3.8	-2	10	106
COc1cccc(-c2nnc(NC(=O)c3ccco3)s2)c1
  7	0	-15	28	-1.5	-2.3	-16	11	102
CCCCNC(=O)C(=O)Nc1cc2c3c(c1)CCC(=O)N3CCC2
  8	-1	-24	44	-1.4	-1.8	-7	0	102
Cc1onc(-c2ccccc2)c1C(=O)Nc1nc(-c2ccccc2)cs1
  -1	-5	-18	17	-5.4	-3.3	-9	-11	101
COc1cc(S(=O)(=O)Nc2ccc(C)cc2)ccc1N=Cc1c(C)c(C#N)c(=O)n(C)c1O
  .	5	-5	37	-1.6	-3.8	-19	28	105
COc1ccc(CN(C)C(=O)CCl)cc1
  -1	12	1	16	-2.0	-0.7	10	-1	105
CC(C)COc1ccc(-c2cc(C(=O)NN)[nH]n2)cc1
  2	11	-4	-9	-1.5	-0.5	-12	-20	93
CCOC(=O)C1(CCOc2ccccc2)CCN(Cc2cccc3c2OCO3)CC1
  -6	-20	10	6	-2.3	-0.9	-4	-11	106
CCOC(=O)C1CCCN(C(=O)c2ccc(Cl)cc2)C1 (configuration not stated)
  0	0	-8	25	-0.2	-2.3	-16	-5	94
CCN(CC)S(=O)(=O)c1ccc(S(=O)(=O)NCC2CCCO2)cc1 (configuration not stated)
  4	34	-6	.	-1.1	-1.4	-3	-1	105

(list continues)
Results follow in this order: IDE cell activ	HCV NS3 hel inh	FID counter	PHOSPHO1 block	VIM-2 inhibitor	IMP-1 inhibitor	p-CIP stab down	SUMO HTRF inh	MEKK3 PB1 HTS
O=C(NCCC1=CCCCC1)N[C@@H](Cc1ccccc1)C(=O)O
  9	9	-11	-3	-2.1	-2.7	-10	-21	83
N#CC(C#N)=C1C(=O)N(CCN2CCOCC2)c2ccccc21
  5	-7	-5	-1	-0.5	-1.3	3	-7	83
COc1ccc(CCNc2cc(C)nc3c(-c4ccc(Cl)cc4)cnn23)cc1OC
  3	-16	-10	-5	-1.0	-1.9	-4	19	136*
CCNC(=O)COC(=O)c1cccc(Br)c1
  -5	-2	-1	6	-0.3	1.8	4	-26	38*[inhibitor]
CC1=CC(C)C2(COC(=O)Nc3ccccc3)COC(C)C1C2C (configuration not stated)
  -3	-1	-20	47	-4.8	-1.1	0	-1	101
Cn1cccc1/C=C1\SC(=S)N(NC(=O)c2ccccc2)C1=O
  -6	-3	19	-2	-1.8	-3.5	-5	5	87
Cc1nc(-c2cccc(Cl)c2)n[nH]1
  -7	-1	-4	46	-5.1	-0.2	-14	19	91
COc1ccc(C(=O)NCc2csc(C(C)C)n2)cc1OC1CCN(C(C)=O)CC1
  5	-2	-44	17	-3.3	-2.6	-9	1	100
CCOC(=O)c1c(C)[nH]c(C)c1C(=O)CSc1nc2ccccc2c(=O)n1-c1ccc(F)cc1
  1	-9	-18	23	-0.6	-0.7	-7	-17	107
COc1ccc(CCNC(=O)CSc2nnc(-c3cccc(C)c3)o2)cc1OC
  10	-8	-7	-5	-3.4	-3.7	4	-8	94
NNC(=O)c1cc2cc3ccccc3nc2s1
  -2	3	-2	53	-1.6	-5.0	-9	-3	101
CCC(C)(C)NC(=O)C(c1ccc(C)cc1)N(CC1CCCO1)C(=O)CNC(=O)c1cccs1 (configuration not stated)
  3	0	-37	-10	-2.4	-1.0	9	6	77
CC(C)[C@@H](C(=O)NC1CCCC1)N1C(=O)N2CCc3c([nH]c4ccccc34)[C@@]2(C)C1=O
  3	-17	-50	3	-2.2	-4.3	1	-3	96
COc1ccccc1NC(=O)c1ccc2c(c1)OCO2
  -5	3	-2	34	-0.1	-1.6	-12	8	106
O=C(CCS(=O)(=O)Cc1ccccc1F)N1CCc2ccccc2C1
  -4	6	-8	32	-1.1	-0.5	-10	15	.
Cc1noc(C)c1C(=O)N1CCc2ccccc2C1
  8	2	-1	-2	-3.1	-6.2	0	15	106
Nc1ccc2oc(-c3ccccn3)nc2c1
  6	1	9	-11	-1.4	-1.9	1	16	103
CCCCn1nc(C(=O)OCC(=O)Nc2sccc2C(N)=O)c2ccccc2c1=O
  3	19	-5	32	-2.1	-2.0	0	-4	112
Cc1cc(-n2c(C)cc(C(=O)CSc3nnnn3-c3ccccc3)c2C)no1
  5	0	-4	31	-2.3	-0.9	-2	-15	97
Cc1ccc(C)c(N2CCN(CC(=O)Nc3ccc([N+](=O)[O-])cc3C(=O)Nc3ccccc3F)CC2)c1
  1	1	-4	19	-4.7	-6.5	-9	-6	103
NS(=O)(=O)c1ccc(CCNC(=O)COC(=O)CCSc2ccc(Cl)cc2)cc1
  0	3	-10	4	-2.5	-1.7	-6	-12	122
Fc1ccccc1OCC1CCCN(Cc2nc(CC3CC3)no2)C1 (configuration not stated)
  -2	0	-15	28	-5.9	-2.0	-5	19	104
O=C(NCCN1CCN(C(=O)c2cccc([N+](=O)[O-])c2)CC1)C(=O)NCc1ccc(Cl)cc1
  0	2	-24	.	-1.8	-2.4	-4	-6	105
O=C(CSc1nnc(-c2ccc(O)cc2)o1)NNC(=O)c1ccncc1
  3	-4	-3	-4	-0.3	-1.6	1	-13	97
CCOC(=O)C1CCCN(C(=O)C(C)Oc2ccc(Cl)cc2Cl)C1 (configuration not stated)
  5	2	-30	34	-1.3	-7.0	5	-14	100

This is a subset. The share of hits here may be higher or lower than overall.
